Screening data deposited in PubChem BioAssay by National Center for Advancing Translational Sciences (NCATS).
TDP-43 yeast inh: rescues yeast growth from TDP-43 toxicity; TDP-43 expressing yeast growth rescue, BacTiter-Glo, 24 h; Potency, µM (titrated, usually from 46.1 µM), without a hit: at the top dose growth rescue (activation), actives largely listed as activators; 1.8% of 410,000 active; AID 652104; note: potency is the fitted concentration of half-maximal effect; % of control where 0% means no effect; nearly all actives have a fitted effect of over 50% in size
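Growth rescue of TDP-43-toxic yeast measured as ATP luminescence (BacTiter-Glo). Cells grown to mid-log in raffinose, induced in galactose at OD600=0.02, exposed to compound 24 hr at 30 deg C.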
DRD3 agonist: D3 dopamine receptor (human) agonism; P35462; D3R DiscoveRx beta-arrestin cells, luminescence, 90 min; max activation, %; 0.58% of 410,000 active; AID 652048; in the data active = max activation above about 30%; note: 0% is about no effect; mostly tested at two doses, the higher about 12 µM
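Agonist mode: compounds and dopamine controls were applied to plated cells for 90 min at 37 degrees C after an overnight attachment at 1500 cells/well. Luminescent read-out followed 30 - 60 minutes at room temperature with DiscoveRx detection reagent.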
EPAC2 antagonist: EPAC2 (human) antagonism | EPAC2 GEF exchange of Rap1B-BODIPY-GDP, fluorescence | Potency, µM (top dose mostly 114 µM), without a hit: top-dose activity, negative = inhibition, usual class: inhibitors | 0.18% of 360,000 active; note: potency is the fitted concentration of half-maximal effect; % is set by controls: 0 for no effect and ±100 for the full control effect; nearly all actives have a fitted effect of over 45% in size; many of its hits are not listed in these tables
Target sequence (Q8WZA2 whole entry, looked up): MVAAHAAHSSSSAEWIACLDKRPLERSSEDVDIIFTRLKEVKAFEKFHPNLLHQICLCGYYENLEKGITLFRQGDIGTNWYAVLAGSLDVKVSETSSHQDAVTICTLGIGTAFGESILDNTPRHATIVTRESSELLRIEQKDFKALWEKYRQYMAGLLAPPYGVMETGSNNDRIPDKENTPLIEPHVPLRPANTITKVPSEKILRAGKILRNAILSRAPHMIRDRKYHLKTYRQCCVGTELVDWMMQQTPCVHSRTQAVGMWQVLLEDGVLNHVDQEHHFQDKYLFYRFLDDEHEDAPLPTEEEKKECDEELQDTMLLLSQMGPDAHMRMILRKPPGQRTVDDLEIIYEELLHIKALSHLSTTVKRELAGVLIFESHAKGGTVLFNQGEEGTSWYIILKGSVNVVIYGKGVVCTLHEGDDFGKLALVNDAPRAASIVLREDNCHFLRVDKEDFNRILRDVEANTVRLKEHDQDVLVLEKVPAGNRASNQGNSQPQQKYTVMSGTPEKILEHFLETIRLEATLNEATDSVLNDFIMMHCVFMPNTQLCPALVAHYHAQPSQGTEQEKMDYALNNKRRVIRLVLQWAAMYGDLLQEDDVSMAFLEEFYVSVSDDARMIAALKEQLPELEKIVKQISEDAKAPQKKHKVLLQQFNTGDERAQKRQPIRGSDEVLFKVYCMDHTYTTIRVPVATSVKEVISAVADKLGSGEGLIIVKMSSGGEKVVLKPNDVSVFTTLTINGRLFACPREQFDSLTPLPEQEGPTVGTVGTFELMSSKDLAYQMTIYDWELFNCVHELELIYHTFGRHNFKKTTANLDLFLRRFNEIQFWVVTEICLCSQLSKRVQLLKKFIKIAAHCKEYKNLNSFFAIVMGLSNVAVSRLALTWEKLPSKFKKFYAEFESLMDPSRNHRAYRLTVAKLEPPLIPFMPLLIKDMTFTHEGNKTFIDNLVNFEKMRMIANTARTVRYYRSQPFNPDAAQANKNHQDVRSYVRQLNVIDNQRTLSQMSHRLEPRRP
D3 antag: antagonists of human D3 dopamine receptor. max response, negative = inhibition, %. D3R cells, DiscoveRx beta-arrestin luminescence, antagonist mode; active compounds read low. P35462. 2.5% of 360,000 active. AID 652054; in the data active = max response below about -50%; inconclusive = no clear call, values can overlap the other calls; note: % is set by controls: 0 for no effect and ±100 for the full control effect; mostly tested at two doses, the higher about 12 µM
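Cells plated overnight at 1500 cells/well, then exposed to library compounds with dopamine controls for 90 minutes at 37 degrees C. DiscoveRx reagent added for 30–60 minutes at room temperature; luminescence read, quantitative HTS format.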
Abeta rescue: restores growth of yeast expressing A-beta42 peptide | yeast expressing A-beta42, growth rescue, OD600, 48 h; response scale: 0% DMSO, 100% iron-clioquinol control | Potency, µM (titrated, usually from 46.1 µM), without a hit: top-dose growth rescue, usual class: activators | 0.063% of 410,000 active; note: potency is the fitted concentration of half-maximal effect; nearly all actives have a fitted effect of over 55% in size
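Yeast growth medium received pinned compounds, then yeast cells expressing toxic A-beta were added; plates incubated at 30 C for 48 hr. Growth read as absorbance at 600 nm, normalized to DMSO and equimolar FeCl3 plus clioquinol controls.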
FUS yeast rescue: rescues growth of FUS-expressing yeast; S. cerevisiae FUS-expressing, growth rescue, OD600, 24 h; Potency, µM (titrated, usually from 76.6 µM), inactives show at the highest dose growth rescue (activation), most hits filed as activators; 0.24% of 390,000 active;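 note: potency is the fitted concentration of half-maximal effect; plate controls were DMSO vehicle for no effect and reference control for full effect; nearly all actives have a fitted effect of over 55% in size; some results filed as inactive show a strong effect at the top dose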
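Steps: raffinose overnight preculture; dilution to OD 0.005 in 2% galactose minimal medium; compound addition (concentration series); 24hr at 30C, 99% humidity; absorbance read at 600 nm.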
EPAC2 ag: activates human EPAC2 exchange factor | EPAC2 activation, biochemical qHTS; response scale: 100% = 6.5 mM cAMP response | Potency, µM (doses to about 154 µM), without a hit: top-dose activation, actives largely listed as activators | 0.079% of 360,000 active; note: potency is the fitted concentration of half-maximal effect; nearly all actives have a fitted effect of over 50% in size
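Guanine nucleotide exchange by EPAC2 is measured as reduced fluorescence of BODIPY-GDP once it is released from 250 nM Rap1B. Plates are read kinetically for 30 min at room temperature; results are scaled to 6.5 mM cAMP.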
aSyn rescue: inhibitors of alpha-synuclein toxicity in yeast; Potency, µM (highest dose often 46.1 µM), without a hit: at the highest dose growth rescue (activation), hits mostly activators; Yeast expressing alpha-synuclein, growth rescue, BacTiter-Glo, 24 h; 0.14% of 370,000 active; note: potency is the fitted concentration of half-maximal effect; % of control where 0% means no effect; nearly all actives have a fitted effect of over 65% in size
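Rescue of yeast growth: cells expressing toxic alpha-synuclein, induced in galactose at OD600 0.02, incubated with compound 24 h at 30 C. ATP luminescence quantified growth; inhibitors of toxicity appear as activators.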
The depositor's hits bear a star; ? = inconclusive; / = not tested or not shown; & = joins results of further samples; [ ] = remark or other dose. Unless noted, calls come from the whole dose curve; as a rule, active = well fitted curve in the direction sought with a large enough effect; inconclusive = small, poorly fitted or top-dose-only effect, or another doubt; inactive = no such curve, though single readings can be large; an effect the other way counts as inactive or inconclusive. A portion of the library. The share of hits here may be higher or lower than overall.

SMILES	TDP-43 yeast inh	DRD3 agonist	EPAC2 antagonist	D3 antag	Abeta rescue	FUS yeast rescue	EPAC2 ag	aSyn rescue
Cc1c(N(C)S(=O)(=O)c2cccc(C(=O)NCc3cccnc3)c2)c(=O)n(-c2ccccc2)n1C	11%	1	2%	65	4%	-30%	3%	2%
O=C(Nc1ccc(-n2cnnn2)cc1)c1cn2ccccc2n1	-9%	-13	-3%	-10	-11%	12%	13%	0%
CCN(CC)c1cc(C)c2cc(NC(=O)/C=C/c3ccccc3Cl)ccc2n1	?	-1	/	/	-30%	?	/	/
COc1ccc(N(CC(=O)N2CCN(C)CC2)S(=O)(=O)c2cc(C)ccc2OC)cc1Cl	7%	2	6%	-5	2%	/	1%	5%
CN(C)S(=O)(=O)c1cc(NC(=O)COC(=O)CC2CC3CCC2C3)ccc1Cl (stereo not given)	8%	-3	-18%	-6	1%	43%	12%	-1%
COc1ccccc1CCn1cc(C#N)c(=O)[nH]c1=O	5%	-8	4%	7	0%	-24%	6%	4%
Cc1cc(C)c2oc(C(=O)Nc3sc4c(c3C(=O)NCc3ccco3)CCC4)cc(=O)c2c1	0%	-1	/	/	-8%	-9%	/	/
Cc1c(S(=O)(=O)N2CCN(c3cccc(C(F)(F)F)c3)CC2)c(=O)n(C)c(=O)n1C	-7%	-7	-7%	-27	-3%	-15%	-2%	-5%
Cc1ccc(C(=O)NC(=S)/C=C2\N(C)c3ccccc3C2(C)C)cc1	9%	-13	27%	-17	24%	16%	13%	-28%
C=C1C(=O)OC2C=C(CO)C3OC3C3OC3(C)CC(OC(=O)/C(=C/C)COC(C)=O)C12 (stereo not given)	24%	-15	-5%	-81*	-1%	/	0%	-16%
CCCCNC(=O)CSc1nc2nc(C)c(Cc3c(F)cccc3Cl)c(C)n2n1	18%	5	/	/	-9%	12%	/	/
O=[N+]([O-])c1ccc(Sc2cccc3cccnc23)cc1	?	1	-1%	21	-38%[inhibitor]	7%	11%	19%
COCCNC(=S)N1CCC(C(=O)c2ccc(F)cc2)CC1	29%	1	15%	-3	-22%	10%	2%	6%
CCOc1ncccc1C(=O)NC(C)CCc1ccccc1 (stereo not given)	-73%[inhibitor]	13	-28%	11	-82%[inhibitor]	3%	4%	-52%[inhibitor]
COc1cccc(NC(=O)CC2C(=O)NCCN2C(=S)Nc2ccc(F)cc2)c1 (stereo not given)	0%	-5	0%	-3	13%	-8%	4%	2%
NC(c1csc(Nc2ccc(C(F)(F)F)cn2)n1)C1CCCCC1 (stereo not given)	-9%	-13	9%	-53*	10%	8%	-1%	-29%
COc1cc(C(=O)OCCC(C)C)cc(OC)c1O	18%	2	-22%	24	-1%	10%	-7%	-7%
COc1ccccc1CNc1nc(NCc2ccccc2)nc2ccsc12	15%	-8	-7%	-26	16%	0%	17%	-1%
Cc1cc(=O)[nH]c(SCC(=O)Nc2nonc2C)n1	-7%	1	-4%	13	7%	5%	7%	0%
O=C(NCc1ccccn1)C1Nc2ccc(OC(F)(F)F)cc2C2C=CCC12 (stereo not given)	18µM*	14	-8%	35	20%	2%	-6%	-3%
CC(C)CN(C(=O)CN(C)C(=O)c1ccco1)c1c(N)n(CC(C)C)c(=O)[nH]c1=O	0%	2	-5%	5	15%	-4%	3%	2%
CCOC(=O)c1c(C)[nH]c(CCC(=O)Nc2ccc(N(CC)CC)cc2C)c1C	-4%	-6	/	/	-2%	16%	/	/
Cc1cccc(CCNS(=O)(=O)c2ccc3c(c2)NC(=O)CS3)c1	9%	5	-9%	9	6%	21%	4%	1%
O=C(NCCc1c[nH]c2ccccc12)C(=O)NCC1OCCN1S(=O)(=O)c1ccccc1 (stereo not given)	-15%	-12	-11%	3	0%	?	16%	-1%
N#Cc1ccccc1NC(=O)CSc1nccn1CCc1ccccc1	-7%	5	9%	8	-6%	-7%	-13%	2%
CN(C)c1ccc(-c2cccc3nccn23)cc1	0%	5	5%	18	2%	-18%	13%	-1%
c1ccc(OCC2CCNCC2)nc1	11%	-5	0%	0	-7%	-17%	8%	-13%
CCCN1Cc2cccc(C(=O)Nc3ccccc3F)c2C1=O	?	-8	/	/	-10%	-3%	/	/
CCOc1ccc(CCNC(=O)c2ccc(CS(=O)Cc3ccc(Cl)cc3)o2)cc1 (stereo not given)	7%&15%	-9&-12	19%	-18	-7%&-3%	21%&0%	-7%	1%
Cc1ccc(C(c2sc3nc(-c4ccco4)nn3c2O)N2CCOCC2)cc1 (stereo not given)	0%	2	/	/	0%	4%	/	/

Record cards, from the list above:
Entry for `Cc1cc(=O)[nH]c(SCC(=O)Nc2nonc2C)n1` = TDP-43 yeast inh = -7%; DRD3 agonist = 1; EPAC2 antagonist = -4%; D3 antag = 13; Abeta rescue = 7%; FUS yeast rescue = 5%; EPAC2 ag = 7%; aSyn rescue = 0%
Entry for `NC(c1csc(Nc2ccc(C(F)(F)F)cn2)n1)C1CCCCC1` (stereo not given) = TDP-43 yeast inh = -9%; DRD3 agonist = -13; EPAC2 antagonist = 9%; D3 antag = -53*; Abeta rescue = 10%; FUS yeast rescue = 8%; EPAC2 ag = -1%; aSyn rescue = -29%

(listing goes on)
SMILES	TDP-43 yeast inh	DRD3 agonist	EPAC2 antagonist	D3 antag	Abeta rescue	FUS yeast rescue	EPAC2 ag	aSyn rescue
COc1ccc([C@@H]2CC(=O)[C@@H]3CN(S(=O)(=O)c4ccc(C)cc4)[C@H](c4cccc(Cl)c4)C[C@@H]3N2S(=O)(=O)c2ccccc2)cc1	8%	6	9%	9	-5%	?	10%	0%
COc1ccc(NC(=O)C(=O)N/N=C/c2cccnc2)c(OC)c1	-12%	9	11%	?	4%	27%	4%	0%
Cc1cc(C)c2sc(N(Cc3cccnc3)C(=O)CCOc3ccccc3)nc2c1	-6%	-4	/	/	-8%	21%	/	/
Cc1ccc(C2=NN(S(=O)(=O)c3ccccc3)C(c3ccco3)C2)cc1 (stereo not given)	-1%	-2	-20%	-17	0%	34%	16%	-9%
Cc1ccc([C@@H]2CC=C(C(=O)O)[C@H](c3ccc(Br)cc3)N2S(=O)(=O)c2ccccc2C)cc1	-16%	-11	-27%	-9	-9%	3%	-5%	-6%
O=C(CSc1ccc(-c2ccc(F)cc2)nn1)N1CCCc2ccccc21	22µM*	3	0%	3	8%	18%	7%	4%
COc1ccc(-n2c(SCc3ccccc3F)nc3c([nH]c4ccccc43)c2=O)cc1OC	9%	5	/	/	-2%	?	/	?
Cc1ccc(NC(=O)/C(=C/c2cccs2)NC(=O)c2ccco2)cc1	13%	-10	33%[activator]	7	-1%	/	-6%	-10%
COCC(=O)Nc1cccc2ccccc12	6%	0	-2%	2	4%	12%	6%	-8%
O=C(NCc1cccc(Br)c1)C1CC(c2ccccc2[N+](=O)[O-])=NO1 (stereo not given)	?	-18	2%	9	-6%	7%	14%	1%
COc1ccc(-c2csc(NC3CCCCC3)n2)c(OC)c1	14%	2	-8%	-12	11%	34%	8%	1%
C(=N\Nc1nc(Nc2ccccc2)nc(N2CCOCC2)n1)/c1c[nH]c2ccccc12	0%	5	-13%	-62*	29%	28µM*	25%	5%
Cc1ccc(C(=O)N2CCCC2)c(F)c1F	3%	1	-1%	-3	13%	12%	5%	4%
c1ccc(CN2CCN(c3nc4ccccc4c4ccccc34)CC2)cc1	-9%	-19	-11%[57.1 µM]	?	18%	15%	1%	2%
COCCCNC(=S)Nc1ccc2nc3n(c(=O)c2c1)CCCCC3	-11%	0	10%	-22	-16%	13%	-3%	-1%
Cc1ccc(NC(=O)COC(=O)c2sccc2C)cc1S(=O)(=O)N1CCOCC1	-11%[9.22 µM]	1	-5%	10	-3%	44%	17%	8%
CCCCc1c(C)c2ccc(OC)c(/C(C)=N\O)c2oc1=O	0%	-1	-2%	-1	-3%	/	13%	3%
O=C1C=C(C#Cc2ccccc2)C[C@@H](c2ccc(F)cc2)C1	18µM*	-8	-1%	-12	-11%	4%	22%	1%
COc1ccc(/C=N/NC(=O)c2ccncc2)cc1COc1ccc(NC(C)=O)cc1	8%	-14	9%	-16	-23%	14%	5%	6%
O=C(NC(Cc1ccccc1)C(=O)N1CCN(c2ccccc2O)CC1)c1ccccc1 (stereo not given)	-24%	1	5%	-3	5%	?	8%	14%
CC[n+]1c(C)sc2cc(C)ccc21	12%	-1	1%	-8	-9%	18%	9%	-5%
COc1ccc(C2Nc3ccccc3C(=O)N2NC(C)=O)cc1OC (stereo not given)	18%	5	-6%	0	7%	-10%	4%	1%
CCOC(=O)Cn1c(=O)c2c(nc3n2CCS3)n(C)c1=O	21%	2	0%	6	23%	20%	8%	5%
CCCn1c(-c2cc(OC)c(OC)c(OC)c2)nc2nc3ccccc3nc21	9%	0	2%	13	7%	-24%	5%	/
CCCCOC(=O)C1=C(N)N2C(=O)C(C)SC2=C(C(=O)OCC)C1c1ccc(O)c(OC)c1 (stereo not given)	-53%[inhibitor]	-12	?	-10	8%	?	-6%	8%
COc1ccccc1CNC(=O)Cn1ncc2c3ccccc3n(Cc3ccccc3C)c2c1=O	11%	-3	/	/	-17%	-15%	/	/
CCc1nc(SCC(=O)O)c(C#N)c2c1CCCC2	4%	-2	-6%	-5	-9%	8%	6%	-1%
COc1ccc(/C=N\NS(=O)(=O)c2ccc(Cl)cc2)cc1COc1ccccc1[N+](=O)[O-]	-4%	1	2%	-20	10%	18%	-4%	0%
S=C(NCc1ccccc1)Nc1cccc2ccccc12	?	2	-19%	-7	?	30%	12%	13%
CCOc1ccc2ncc(S(=O)(=O)c3ccccc3)c(N3CCN(c4ccccc4)CC3)c2c1	19%	6	-6%	4	-7%	-12%	4%	-4%
CCSc1nnc(NC(=O)Cc2ccc(OC)cc2)s1	15%	-2	10%	6	-2%	10%	1%	-9%
CN(C(=O)COC(=O)c1cc(=O)[nH]c2ccccc12)C1CCCCC1	10%	4	-10%	-17	0%	/	1%	-2%
CCOc1ccc(CCNC(=O)CN2C(=O)CCSc3ccccc32)cc1OCC	-35%[inhibitor]	-11	3%	-4	-1%	37%	6%	-4%
CC1=C(C(=O)NCc2ccccc2C)C2(CCCCCC2)OC1=O	23%	-12	/	/	7%	7%	/	/

3 compounds out of the list, sorted by count of non-hydrogen atoms, descending:
SMILES	TDP-43 yeast inh	DRD3 agonist	EPAC2 antagonist	D3 antag	Abeta rescue	FUS yeast rescue	EPAC2 ag	aSyn rescue
CN(C(=O)COC(=O)c1cc(=O)[nH]c2ccccc12)C1CCCCC1	10%	4	-10%	-17	0%	/	1%	-2%
CC1=C(C(=O)NCc2ccccc2C)C2(CCCCCC2)OC1=O	23%	-12	/	/	7%	7%	/	/
S=C(NCc1ccccc1)Nc1cccc2ccccc12	?	2	-19%	-7	?	30%	12%	13%
